KCNQ1 inh – inhibitors of human KCNQ1 potassium channel. CHO-K1 KCNQ1, FluxOR thallium flux fluorescence; stronger effect = higher value. B-score at 10 µM. 310,000 tested, 1.3% active;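 active = compounds whose thallium flux B-score, printed positive for inhibition, exceeds three library SD while starting fluorescence stays within three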;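 note: channel opened by potassium depolarization with thallium stimulus after 20 min compound exposure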
hERG rescue – shields human hERG channel from block by proarrhythmic agents; Q12809; CHO-hERG, FluxOR thallium flux, dofetilide IC70 present; activation (rescue from dofetilide block), less the hit threshold, % at 10 µM; 310,000 tested, 0.51% active; AID 1511;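 active = activation above the mean of controls blocked by dofetilide plus 5 SD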;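 note: thallium influx through hERG after potassium depolarization seen as dye fluorescence rise; in these data hits start at about 4.7%; inactives centre near -7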
ANO1 activ – activates or potentiates the mouse TMEM16A chloride channel. Q8BHY3. HEK293 TMEM16A/YFP-H148Q/I152L, iodide quench fluorescence; stronger effect = lower value. B-score at 10 µM. 340,000 tested, 0.3% active;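 active = fluorescence-ratio B-score plate-corrected deviation score at least 3 library SD below zero, with starting fluorescence score within 5 deviations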;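 note: channel opened by trigger with iodide after compound preincubation; score built on the fluorescence ratio of max minus min over baseline; more negative score means more quench and so TMEM16A activation or potentiation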
KCNK9 block – inhibitors of human KCNK9 two-pore domain potassium channel; HEK293 KCNK9, FluxOR thallium flux fluorescence; stronger effect = lower value; B-score at 10 µM; 310,000 tested, 1.2% active;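 active = ratio B-score over 3 SD below the library mean, with starting fluorescence within 5 SD of its mean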;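 note: negative B-score means less thallium flux so channel inhibition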
KCNQ1 act – human KCNQ1 channel potentiation or activation; P51787; 310,000 tested, 0.35% active; B-score at 10 µM; CHO-K1 KCNQ1, thallium flux FluxOR fluorescence; stronger effect = higher value; AID 2648;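 active = fluorescence ratio B-score, a plate-corrected score, at least three library SD, with initial intensity B-score within 5 SD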
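Material: CHO-K1 cells stably expressing KCNQ1. Medium: assay buffer for compound exposure, DMSO matched across wells. Reagent: K+/Tl+ depolarizing stimulus. Compound dosing: single-concentration screen. Times: 37 °C overnight plating, 90-min dark dye load, 20-min compound pretreatment. Technique: FluxOR Tl+ flux fluorescence.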
TMEM16A inh – blocks the mouse calcium-activated chloride channel TMEM16A; Q8BHY3; HEK293 TMEM16A/YFP iodide influx fluorescence, ionomycin; normalized B-score (activity score, 25-100; higher = stronger inhibition) at 10 µM; 310,000 tested, 1.2% active; AID 588511;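 active = ratio plate-corrected score three or more library SD toward inhibition, starting fluorescence score within five deviations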;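 note: score derived from kinetic fluorescence span divided by baseline fluorescence per well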
RGS4 act – potentiators or activators of RGS4; 310,000 tested, 0.92% active; B-score at 10 µM; HEK293 M3R/inducible RGS4, carbachol calcium flux Fluo4; stronger effect = lower value;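 active = B-score of the integrated calcium signal more than 4 SD below the library mean, with starting fluorescence not abnormally high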;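 note: negative B-score means reduced calcium response which marks RGS4 activation or potentiation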
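Reagent: ECmax carbachol challenge; Test system: M3R-expressing HEK293 line, RGS4 induced by doxycycline; Schedule: overnight RGS4 induction, 30 min dye load 37 °C, 20 min compound RT; Detection: calcium dye Fluo4 fluorescence; Read-out: Agonist-evoked peak-minus-minimum fluorescence over baseline, integrated ratio, B score.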
RGS4 block – human RGS4 inhibition | B-score at 10 µM | AID 463165 | P49798 | 310,000 tested, 0.45% active | HEK293 M3R/RGS4 inducible, Fluo-4 calcium flux; stronger effect = higher value; triggered by carbachol at its EC20;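 active = B-score, a plate-corrected calcium signal, over three deviations above library mean, with baseline fluorescence within five deviations of library mean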;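 note: RGS4 expression induced by doxycycline in cells with stable M3 receptor; B-score is computed from the integrated fluorescence ratio over baseline after carbachol; higher B-score means a larger calcium signal and so more RGS4 inhibition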
Target sequence (P49798 whole entry, looked up): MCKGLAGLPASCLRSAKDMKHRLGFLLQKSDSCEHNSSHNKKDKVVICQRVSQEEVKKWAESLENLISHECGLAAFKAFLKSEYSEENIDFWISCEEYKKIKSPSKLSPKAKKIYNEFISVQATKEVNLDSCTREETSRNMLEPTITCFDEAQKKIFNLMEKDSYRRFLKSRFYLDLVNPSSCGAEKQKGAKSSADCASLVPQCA
SKKanGAS inh – inhibitors of SKKanGAS S. pyogenes growth in kanamycin (SK-promoter or general growth effect); BacTiter-Glo, 6 h; inhibition, % at 7.5 µM; 300,000 tested, 1.3% active;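 active = mean replicate score, as percent of positive control median, at least 50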;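 note: strain carries kanamycin resistance gene driven by streptokinase promoter and grows in 40 µg/ml kanamycin; loss of luminescence reflects streptokinase promoter inhibition or plain growth inhibition; 0% = median of DMSO wells and 100% = positive control at its reference dose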
HDAC3 inhib – human HDAC3 inhibition | O15379 | recombinant HDAC3, fluorogenic peptide/trypsin coupled, fluorescence | inhibition, % at 8.3 µM | 320,000 tested, 0.15% active | AID 2718; in the data active = inhibition above about 26%, passing the limit was not always enough
Target sequence (O15379 whole entry, looked up): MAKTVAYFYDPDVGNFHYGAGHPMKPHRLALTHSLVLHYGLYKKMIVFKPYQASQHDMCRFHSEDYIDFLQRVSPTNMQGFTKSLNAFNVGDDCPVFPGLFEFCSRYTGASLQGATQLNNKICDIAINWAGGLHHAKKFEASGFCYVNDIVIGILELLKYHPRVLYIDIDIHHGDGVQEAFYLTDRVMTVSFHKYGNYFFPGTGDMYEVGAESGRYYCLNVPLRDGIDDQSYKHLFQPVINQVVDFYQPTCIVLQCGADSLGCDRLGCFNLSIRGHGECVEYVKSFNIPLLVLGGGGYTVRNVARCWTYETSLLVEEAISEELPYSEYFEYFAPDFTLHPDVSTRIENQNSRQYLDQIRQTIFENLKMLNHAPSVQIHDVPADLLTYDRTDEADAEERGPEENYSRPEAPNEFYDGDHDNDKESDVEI
KCNK3 inh – human KCNK3 channel inhibition, primary screen. O14649. B-score at 10 µM. 340,000 tested, 0.84% active. AID 602410. CHO-KCNK3 thallium flux, FluxOR fluorescence; stronger effect = lower value;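 active = B-score under library mean minus 4 SD, starting fluorescence ratio at most library mean plus 5 SD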;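 note: more negative B-score means stronger inhibition of thallium flux through KCNK3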
Target sequence (O14649 whole entry, looked up): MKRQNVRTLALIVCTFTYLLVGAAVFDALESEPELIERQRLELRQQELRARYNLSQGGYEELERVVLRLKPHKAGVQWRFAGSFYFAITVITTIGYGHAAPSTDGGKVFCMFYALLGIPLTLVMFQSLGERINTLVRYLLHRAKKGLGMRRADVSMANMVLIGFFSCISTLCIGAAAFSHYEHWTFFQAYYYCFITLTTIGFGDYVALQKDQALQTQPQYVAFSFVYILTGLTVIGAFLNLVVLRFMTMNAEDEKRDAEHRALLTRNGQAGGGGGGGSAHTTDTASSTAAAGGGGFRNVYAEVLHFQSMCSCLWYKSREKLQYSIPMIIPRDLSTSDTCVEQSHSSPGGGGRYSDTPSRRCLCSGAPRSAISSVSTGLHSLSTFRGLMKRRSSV
* hit, by the source's call; i = inactive; nt = no result given.

SMILES | KCNQ1 inh | hERG rescue | ANO1 activ | KCNK9 block | KCNQ1 act | TMEM16A inh | RGS4 act | RGS4 block | SKKanGAS inh | HDAC3 inhib | KCNK3 inh
N#Cc1ccc(C(=O)Nc2nc(SCc3ccc(Cl)cc3)n[nH]2)cc1 | i | -8 | i | i | i | i | i | i | 87* | -2 | i
CN(C)CCNc1nc(-c2ccccc2)c2c(c1C#N)CC(C)(C)OC2 | i | -9 | i | i | i | i | i | i | 3 | 6 | i
COC(=O)Cn1ncc2c3ccccc3n(Cc3ccccc3)c2c1=O | i | -15 | i | i | i | i | i | i | -16 | 2 | i
Cc1cccc(OCC(=O)N2CCN(C(=O)CCC3CCCC3)CC2)c1 | i | -2 | i | i | i | i | i | i | 7 | 1 | i
CC(=O)NS(=O)(=O)c1cccnc1Nc1ccc(Cl)c(Cl)c1 | i | -9 | i | i | i | i | i | i | 10 | -9 | i
Cc1ccc(-c2nn(C)c(=O)c3ccccc23)cc1S(=O)(=O)NCCO | i | -8 | i | i | i | i | i | i | 1 | 0 | i
Cc1cccc(NC(=O)c2ccc(S(=O)(=O)N3CCCCC3C)cc2)n1 (configuration not stated) | i | -15 | i | i | i | i | i | i | 44 | -3 | i
Cc1noc(C)c1S(=O)(=O)Nc1ccc(C(=O)NCc2ccccc2)cc1 | i | -3 | i | i | i | i | i | i | -4 | 3 | i
O=C(Nc1ccc(Cl)cc1)N1CCC(c2ccccc2)C1 (configuration not stated) | i | -17 | i | i | i | i | i | i | 1 | 4 | i
CN(CC1CCCN(CCc2ccc(Cl)cc2)C1)C(=O)c1ccc2nc[nH]c2c1 (configuration not stated) | i | -13 | i | i | i | i | i | i | 2 | 2 | i
O=C(NCc1cc(F)ccc1F)C1CCC(=O)N(C2CCCCCC2)C1 (configuration not stated) | i | -9 | i | i | i | i | i | i | 0 | 0 | i
CC(/C=N/NC(=O)Cc1cccs1)=C\c1ccco1 | i | -13 | i | i | i | i | i | i | 7 | 14 | i
Cn1c(N)nc2ccccc2c1=O | i | -15 | i | i | i | i | i | i | 0 | 9 | i
O=C(NCCCN1CCC(Cc2ccccc2)CC1)C1CC(=O)N(C2CCCCCC2)C1 (configuration not stated) | i | -10 | i | i | i | i | i | i | 8 | 0 | i
COc1cc(NC(=O)COC(=O)CNC(=O)c2ccc(Cl)cc2)c(C)cc1[N+](=O)[O-] | i | -14 | i | i | i | i | i | i | 12 | -5 | i
CCN(C(=O)c1cccnc1SC)C12CC3CC(CC(C3)C1)C2 | i | -7 | i | i | i | i | i | i | 2 | 5 | i
O=C(O)c1cccc(NC(=S)NC(=O)c2ccc3ccccc3c2)c1 | i | -14 | i | i | i | i | i | i | 35 | 6 | i
N#CC1=C(N)Nc2ncnn2C1c1ccccc1 (configuration not stated) | i | -7 | nt | i | i | i | i | i | 1 | -3 | nt
CCOC(=O)C1(Cc2cccc(Cl)c2)CCCN(C(=O)CCN2CCCC2=O)C1 (configuration not stated) | i | -6 | i | i | i | i | i | i | 6 | 1 | i
CCN(CC)C(=O)Nc1ccc(Br)cc1 | i | -8 | i | i | i | i | i | i | 0 | -6 | i
CCNc1nc(NCC)n2c(SCC(=O)Nc3ccccc3Cl)nnc2n1 | i | 0 | i | i | i | i | i | i | 1 | nt | i
Cn1c(CC(=O)Nc2ccc(Cl)c(Cl)c2)nnc1SCC(=O)Nc1nccs1 | i | -3 | i | i | i | i | i | i | -22 | -6 | i
NC(=O)COc1ccc(/C=N\NC(=O)c2ccc(-c3ccccc3)cc2)cc1 | i | -9 | i | i | i | i | i | i | -1 | nt | i
CN(c1ccc(C(=O)NC2CC2)cc1)S(=O)(=O)c1ccccc1 | i | -14 | i | i | i | i | i | i | 0 | -11 | i
COc1ccc(NC(=O)c2cccc(S(=O)(=O)NCc3ccco3)c2)c(OC)c1 | i | -3 | i | i | i | i | i | i | 5 | nt | i

Rewritten in markdown: part of the list above.
| molecule | KCNQ1 inh | hERG rescue | ANO1 activ | KCNK9 block | KCNQ1 act | TMEM16A inh | RGS4 act | RGS4 block | SKKanGAS inh | HDAC3 inhib | KCNK3 inh |
| --- | --- | --- | --- | --- | --- | --- | --- | --- | --- | --- | --- |
| CC(/C=N/NC(=O)Cc1cccs1)=C\c1ccco1 | i | -13 | i | i | i | i | i | i | 7 | 14 | i |
| CN(c1ccc(C(=O)NC2CC2)cc1)S(=O)(=O)c1ccccc1 | i | -14 | i | i | i | i | i | i | 0 | -11 | i |

Continuation.
SMILES | KCNQ1 inh | hERG rescue | ANO1 activ | KCNK9 block | KCNQ1 act | TMEM16A inh | RGS4 act | RGS4 block | SKKanGAS inh | HDAC3 inhib | KCNK3 inh
COc1ccc(/C=C2\CCc3ccccc3C2=O)cc1OC | i | -10 | i | i | i | i | i | i | 6 | 0 | i
COc1cc(C)ccc1OCCCCOc1ccccc1C(C)=O | i | -17 | i | i | i | i | i | i | 10 | 3 | i
COc1ccc2nc3c(cc2c1)c(NC(=O)c1cccs1)nn3CC(C)C | 6* | -14 | i | -9* | i | i | -8.5* | i | 7 | -3 | -9.8*
CCN(CCNC(=O)CCCn1nc(C)n2c(cc3sccc32)c1=O)c1ccccc1 | i | -5 | i | i | i | i | i | i | 4 | 2 | i
Cc1nn(C)c(C)c1/C=N/O | i | 0 | i | i | i | i | i | i | -2 | 2 | i
CCCCC(=O)N1C/C=C\C(c2ccc(OC)cc2)N(Cc2ccc(F)cc2)C(=O)[C@H]1Cc1ccccc1 (some centres not stated) | i | -19 | i | i | i | i | i | i | 30 | -7 | i
CC1CCCCN1C(=O)CN(C)S(=O)(=O)c1cccc2nsnc12 (configuration not stated) | i | -1 | i | i | i | i | i | i | -4 | 2 | i
CCn1c(SCC(=O)NC2CC2)nnc1-c1ccc(OC)cc1 | i | -6 | i | i | i | i | i | i | -3 | 7 | i
CC(C)OCCCN1CC(=O)N2C(c3cccc([N+](=O)[O-])c3)c3[nH]c4ccccc4c3C[C@H]2C1=O (some centres not stated) | i | -9 | i | i | i | i | i | i | 19 | 6 | i
Nc1[nH]n(-c2ccccc2)c(=O)c1N=Nc1ccccc1 | i | -11 | i | i | i | i | i | i | 9 | 6 | i
COc1ccc(/C=C/C(=O)c2cc3cccc(OC)c3oc2=O)cc1 | i | -9 | i | i | i | i | i | i | 7 | -3 | i
O=C(NCCSCc1c(F)cccc1Cl)Nc1ccccc1 | i | -2 | i | i | i | i | i | i | -1 | 4 | i
c1ccc(-n2ncc3c2ncn2nc(-c4ccco4)nc32)cc1 | i | -5 | i | i | i | i | i | i | 8 | -2 | i
CCN(CC)S(=O)(=O)c1cc(C(=O)OCC(=O)Nc2ccc(-c3nc4ccc(C)cc4s3)cc2)ccc1F | i | -7 | i | i | i | i | i | i | 7 | -8 | i
Cc1ccc(C(C(=O)NC2CCCCC2)N2CCCC2)cc1 (configuration not stated) | i | -13 | i | i | i | i | i | i | 6 | 0 | i
CCC(=O)Nc1sc2c(c1C#N)CCCCC2 | i | -3 | i | i | i | i | i | i | 3 | 3 | i
O=C(Nc1ccncc1)c1cc(F)cc(F)c1 | i | -3 | i | i | i | i | i | i | 2 | -2 | i
Cc1ccc(-c2cc(Cc3ccc(F)cc3)c(=O)[nH]n2)cc1 | i | -4 | i | i | i | i | i | i | -4 | 0 | i
Cc1cccc(N2CCN(S(=O)(=O)c3c(C)nc4scc(C)n4c3=O)CC2C)c1 (configuration not stated) | i | -11 | i | i | i | i | i | i | -6 | 7 | i
c1ccc(-c2cn3c(n2)CCC3)cc1 | i | -5 | i | i | i | i | i | i | -4 | 2 | i
COc1ccc(-c2noc(CCC(=O)NCCCN3CCN(c4ccccc4F)CC3)n2)cc1 | i | -16 | i | i | i | i | i | i | -10 | -6 | i
CC1(C)CC(=O)C(C=NC2CC(C)(C)NC(C)(C)C2)=C(O)C1 | i | -10 | i | i | i | i | i | i | 6 | 4 | i
O=C(CN1CCN(Cc2ccc(Cl)cc2)CC1)N1CCc2ccccc21 | i | -5 | i | i | i | i | i | i | -2 | 8 | i
COc1cc(NC(=O)COc2ccc(Cl)cc2)ccc1-c1cc2ccccc2oc1=O | i | -11 | i | i | i | i | i | i | 12 | 0 | i
Cn1c(=O)c([N+](=O)[O-])c(NCC(O)c2ccccc2)c2ccccc21 (configuration not stated) | i | -12 | i | i | i | i | i | i | -5 | -4 | i
Other structures.
SMILES | KCNQ1 inh | hERG rescue | ANO1 activ | KCNK9 block | KCNQ1 act | TMEM16A inh | RGS4 act | RGS4 block | SKKanGAS inh | HDAC3 inhib | KCNK3 inh
O=C(Cc1cccc2ccccc12)Nc1ccccc1C(=O)O | i | -6 | i | i | i | i | i | i | 2 | 2 | i
CCN1CCC(NC(=O)Nc2ccc(F)cc2)CC1 | i | -8 | i | i | i | i | i | i | 4 | -7 | i
Cc1cc(OC(F)F)ccc1NC(=O)Nc1ccc([N+](=O)[O-])cc1 | 6* | -11 | i | i | i | i | i | i | 13 | 5 | i
COc1ccc(C)cc1NC(=O)CCNS(=O)(=O)c1cccc(C(F)(F)F)c1 | i | -12 | i | i | i | i | i | i | -3 | 4 | i
Cn1c(=O)[nH]c(=O)c2c1nc1n2CCCN1Cc1ccccc1 | i | -9 | i | i | i | i | i | i | 2 | -1 | i
O=C(Cc1ccccc1)Nc1ccc2oc(-c3ccncc3)nc2c1 | i | -6 | i | i | i | i | i | i | 1 | 1 | i
O=C(COc1ccc(S(=O)(=O)Nc2ccccc2)cc1)NCc1ccccn1 | i | -11 | i | i | i | i | i | i | 4 | -4 | i
CC(C)c1ccc(NC(=S)NN2C(C)CCCC2C)cc1 (configuration not stated) | i | -10 | i | i | i | i | i | i | 8 | 5 | i
CCOC(=O)CNC(=O)CSc1nc(N(C)C)nc(N2CCOCC2)n1 | i | -5 | i | i | i | i | i | i | -14 | 1 | i
CC(=O)c1cccc(NC(=O)NC(C)c2ccncc2)c1 (configuration not stated) | i | -11 | i | i | i | i | i | i | 4 | 0 | i
O=C(Cn1nnc2ccccc2c1=O)Nc1cc(C(F)(F)F)ccc1N1CCOCC1 | i | -10 | i | i | i | i | i | i | -2 | 0 | i
COc1ccc(Oc2nc3c(c(=O)n(C)c(=O)n3C)n2Cc2cccc(OC)c2)cc1 | i | -10 | i | i | i | i | i | i | -9 | -2 | i
COCCCNC(=S)NNC(=S)Nc1cccc(Cl)c1 | 6* | -9 | i | i | i | i | i | i | 52* | 10 | i
COc1ccc2c(C)cc(Sc3nnnn3-c3ccccc3)nc2c1 | i | -4 | i | i | i | i | i | i | 4 | 4 | i

Bioassay records as filed in PubChem.
